Bioassay records as filed in PubChem BioAssay.
NCI-60 one-dose screen, 48 h, at 10 µM unless noted. Numbers give growth in % (100 = growth as untreated, 0 = no growth, -100 = all killed).
MOLT-4: MOLT-4 leukemia cells | 80,000 tested, 6.9% active | AID 1794779
SR: SR leukemia cells; 73,000 tested, 8.7% active; AID 1794780
K-562: K-562 leukemia; 78,000 tested, 7.4% active; AID 1794777
BT-549: BT-549 breast cancer | 78,000 tested, 4.4% active | AID 1794793
MDA-MB-231: MDA-MB-231 breast cancer | 81,000 tested, 5% active
MDA-MB-468: MDA-MB-468 breast cancer; 78,000 tested, 8.5% active; AID 2202374
T-47D: T-47D breast cancer; 79,000 tested, 5% active; AID 1794792
MCF7: MCF7 breast cancer. 82,000 tested, 6.3% active. AID 1794796
* marks the source's active call; other numbers are inactive results; . = no result given; & = joins results of further samples. The calls were made as follows: active = growth percent below 10; inactive = the rest.

SMILES | MOLT-4 | SR | K-562 | BT-549 | MDA-MB-231 | MDA-MB-468 | T-47D | MCF7
C/C(=N/O)c1ccc(NC(=O)CSc2nnc(-c3ccc(-c4nc5ccc(C)cc5[nH]4)cc3)o2)cc1 | 105 | 101 | 108 | 121 | 105 | 103 | 102 | 95
O=C(/C=C/c1ccc(Br)cc1)c1ccc(-n2cc(CN3CCN(c4cc5c(cc4F)c(=O)c(C(=O)O)cn5C4CC4)CC3)nn2)cc1 | 68 | 17 | 51 | 81 | 80 | 92 | 80 | 65
O=C(c1ccccc1)c1c(-c2ccccc2)oc2c1CNC1C=C(Cl)C=CC21 (stereo not drawn) | 99 | 83 | 90 | 102 | 86 | 106 | 68 | 85
CC(=O)OC1Oc2ccccc2-c2oc(=O)c(-c3cc4ccc(N(C)C)cc4oc3=O)cc21 (stereo not drawn) | -28* | -20* | 1.4* | 16 | 59 | . | -4.2* | 69
COc1cc(O)c2c(c1)[C@H]1O[C@@H]1C[C@H](O)[C@H](O)C(=O)/C=C\C[C@H](C)OC2=O | 34 | 22 | 30 | 2.6* | 49 | -1.5* | 30 | 43
O=C1NCCc2c1noc2-c1ccccc1 | 97 | 103 | 108 | 97 | 122 | 99 | 89 | 93
NCCCN1CCCN=C1C1=NCCCN1CCCN | 96 | . | 102 | 117 | 108 | 98 | 102 | 97
CO[C@H]1CC(=O)n2c3ccccc3c3c4c(c5c6ccccc6n1c5c32)C(=O)NC4=O | 75 | 21 | 76 | 69 | 71 | 34 | 11 | 20
N=C(N)CC(N)=O | 101 | . | 113 | 102 | 118 | 118 | 108 | 94
Cc1oc(-c2ccc(Cl)cc2)nc1/C=C/C(=O)c1ccc(Cl)cc1 | 92 | 83 | 99 | 92 | 90 | 102 | 67 | 63
CN(C)CCCOc1cccc2c1C(=O)c1c(OCCCN(C)C)cccc1C2=O | 17 | 47 | 74 | . | 53 | 82 | 115 | 48
Cc1cc(=O)[nH]n1-c1ccc(Cl)cc1N | 133 | 113 | 120 | 117 | 98 | 119 | 103 | 106
O=C(CNc1nc(-c2ccccc2)cs1)Nc1ccc([N+](=O)[O-])cc1 | 16 | 11 | 9.5* | 12 | -13* | -88* | 2.5* | 1.7*
Fc1c[c-]c(-c2ccccn2)c(F)c1.Fc1c[c-]c(-c2ccccn2)c(F)c1.[Cl][Pt+].[Cl][Pt+].c1ccc([PH+](C[PH+](c2ccccc2)c2ccccc2)c2ccccc2)cc1 | 23 | 20 | 10 | 16 | -15* | -2.3* | . | 8.6*
COc1cc(C2=[N+](C)CCc3cc4c(cc32)OCO4)cc(OC)c1OC | 104 | 101 | 101 | 97 | 110 | 103 | 102 | 89
CC(=O)N1c2ccnn2CC1c1ccccc1 (stereo not drawn) | 109 | 100 | 95 | 105 | 109 | 111 | 103 | 97
COc1ccccc1Nc1nnc(-c2ccc(O)cc2)o1 | 31 | 28 | 23 | 74 | 57 | 49 | 39 | 29
COc1ccc(-c2nc(-c3ccccc3)c(-c3ccccc3)n2CCc2ccc(S(N)(=O)=O)cc2)cc1O | 112 | 115 | 101 | 109 | 101 | 98 | 103 | 89
COc1ccc(-c2nc(SCC(=O)Nc3ccc(/C(C)=N/O)cc3)[nH]c(=O)c2C#N)cc1 | 105 | 91 | 79 | 86 | 80 | 90 | 58 | 92
CCOC(=O)CCCCC1C(CCCC(=O)OCC)C=NN1C (stereo not drawn) | 97 | 100 | 104 | 104 | 115 | 108 | 121 | 98

Profiles as entered above. Order of values: MOLT-4	SR	K-562	BT-549	MDA-MB-231	MDA-MB-468	T-47D	MCF7
Listed for `COc1cc(C2=[N+](C)CCc3cc4c(cc32)OCO4)cc(OC)c1OC` → 104	101	101	97	110	103	102	89
Listed for `Fc1c[c-]c(-c2ccccn2)c(F)c1.Fc1c[c-]c(-c2ccccn2)c(F)c1.[Cl][Pt+].[Cl][Pt+].c1ccc([PH+](C[PH+](c2ccccc2)c2ccccc2)c2ccccc2)cc1` → 23	20	10	16	-15*	-2.3*	.	8.6*
Listed for `COc1ccc(-c2nc(SCC(=O)Nc3ccc(/C(C)=N/O)cc3)[nH]c(=O)c2C#N)cc1` → 105	91	79	86	80	90	58	92
Listed for `CO[C@H]1CC(=O)n2c3ccccc3c3c4c(c5c6ccccc6n1c5c32)C(=O)NC4=O` → 75	21	76	69	71	34	11	20

Further compounds follow.
SMILES | MOLT-4 | SR | K-562 | BT-549 | MDA-MB-231 | MDA-MB-468 | T-47D | MCF7
CNC(=O)c1cc(Oc2ccc(CC(=O)Nc3cc(C(C)(C)C)nn3C)cc2)ccn1 | -64* | . | 34 | 82 | 69 | 2.0* | 45 | 53
CON=C1C[C@]2(C[C@@H]3C[C@@H](C/C=C(\C)C[C@@H](C)/C=C/C=C4\CO[C@@H]5[C@H](O)C(C)=C[C@@H](C(=O)O3)[C@]45O)O2)O[C@H](/C(C)=C/C(C)C)[C@H]1C | -20* | -39* | . | 89 | 54 | 49 | 30 | 42
COc1ccc(/C=C/C(=O)c2nnn(-c3ccc(F)cc3)c2C)cc1 | 105 | 107 | 97 | 103 | 95 | 78 | 88 | 48
CN1C(=O)CC[C@H]1c1cccnc1 | 112 | 121 | 117 | 110 | 111 | 99 | 97 | 91
Cc1ccccc1NC(=O)CSc1nc2ccccc2[nH]1 | . | . | . | 104 | 86 | 104 | 87 | 95
CC1(C)CC[C@]2(C(=O)O)CC[C@]3(C)C(=CCC4[C@@]5(C)C[C@@H](O)[C@@H]6OC(c7ccccc7O)OC[C@@]6(C)C5CC[C@]43C)C2C1 (stereo partly drawn) | 39 | 53 | 41 | 42 | 82 | 69 | 58 | 63
CC(Nc1ccc(Br)cc1[N+](=O)[O-])C(=O)O (stereo not drawn) | 112 | 100 | 101 | 106 | 105 | 99 | 103 | 99
CC(=O)c1sc2nc(CSc3nc4ccc(C)cc4[nH]3)[nH]c(=O)c2c1C | 63 | 41 | 92 | 122 | 93 | . | 96 | 101
O[Si](c1ccccc1)(c1ccccc1)c1ccccc1 | 88 | 100 | 81 | 109 | 102 | 115 | 90 | 109
COc1cc(C2CN(C)C3(C(=O)Nc4ccccc43)C2C(=O)c2ccc(Br)cc2)cc(OC)c1OC (stereo not drawn) | 92 | 93 | 93 | 105 | 95 | 114 | 86 | 94
CCCCCN(CCCCC)C(=O)C(C)C | 100 | 99 | 103 | 106 | 116 | 98 | 97 | 96
O=P(OCC(O)CO)(OCC(O)CO)C(c1ccccc1)(c1ccccc1)c1ccccc1 (stereo not drawn) | 82 | 86 | 83 | 115 | 92 | . | 117 | 106
CC(C)(C)c1ccc(N=O)cc1 | 94 | 104 | 97 | 99 | 110 | 90 | 101 | 81
C=CCSc1nnc(-c2ccc3nc(-c4ccc(OC)c(OC)c4)[nH]c3c2)o1 | 104 | 124 | 96 | 148 | 107 | 103 | 98 | 88
CCOC(=O)Nc1cc(N)ncn1 | 93 | 90 | 110 | . | 110 | 101 | 105 | 95
CCCCC[C@H]1C/C=C2/C(=O)C=C[C@@H]2C/C=C\CCCC(=O)O[C@@H](CCCCC)C/C=C2/C(=O)C=C[C@@H]2C/C=C\CCCC(=O)O1 | -16* | -21* | -45* | -73* | -50* | -28* | -75* | -71*
O=C(COc1ccc(/C=C2\Oc3ccccc3C2=O)cc1)c1ccc([N+](=O)[O-])cc1 | 98 | 109 | 86 | 117 | 108 | . | 147 | 109
O=c1[nH]c2ccccc2cc1CSc1ccc(Nc2nccc(-c3ccc4c(c3)OCO4)n2)cc1 | 102 | 82 | 88 | 65 | 79 | 73 | 76 | 56
O=C1C=CC(=O)N1CCCCCCCCCCN1C(=O)C=CC1=O | 18 | 29 | 5.6* | 101 | 104 | 71 | 78 | 83
C[C@]12CCC(=O)C=C1CC[C@@H]1[C@@H]2[C@@H](O)C[C@@]2(C)[C@H]1CC[C@]2(O)[C@@H](O)CO | 91 | 95 | 99 | . | 95 | 98 | 94 | 115

Only MCF7, for some of the entries so far:
Molecule | MCF7
O=c1[nH]c2ccccc2cc1CSc1ccc(Nc2nccc(-c3ccc4c(c3)OCO4)n2)cc1 | 56
O=C1C=CC(=O)N1CCCCCCCCCCN1C(=O)C=CC1=O | 83

3 compounds drawn at random from the list so far:
SMILES | MOLT-4 | SR | K-562 | BT-549 | MDA-MB-231 | MDA-MB-468 | T-47D | MCF7
COc1ccc(-c2nc(SCC(=O)Nc3ccc(/C(C)=N/O)cc3)[nH]c(=O)c2C#N)cc1 | 105 | 91 | 79 | 86 | 80 | 90 | 58 | 92
CO[C@H]1CC(=O)n2c3ccccc3c3c4c(c5c6ccccc6n1c5c32)C(=O)NC4=O | 75 | 21 | 76 | 69 | 71 | 34 | 11 | 20
CN1C(=O)CC[C@H]1c1cccnc1 | 112 | 121 | 117 | 110 | 111 | 99 | 97 | 91

Next part
SMILES | MOLT-4 | SR | K-562 | BT-549 | MDA-MB-231 | MDA-MB-468 | T-47D | MCF7
CCSC(NC(=O)c1ccccc1)=C(C#N)C#N | 103 | . | 96 | 94 | 94 | 105 | 80 | 83
CC[C@H](Nc1ncnc2nc[nH]c12)c1nc2cccc(NCc3ccc(C(=O)NO)nc3)c2c(=O)n1-c1ccccc1 | 15 | 12 | 11 | 13 | 51 | 11 | 6.8* | 13
O=C1/C(=C/c2cn(-c3ccccc3)nc2-c2ccccc2)SC(=S)N1c1ccccc1 | 109 | 108 | 104 | 98 | 89 | . | 99 | 94
C#CCN1C(=O)c2cccc3c(C#CCN4C(=O)c5cccc6cccc(c56)C4=O)ccc(c23)C1=O | 99 | 97 | 93 | 98 | 89 | 100 | 101 | 92
Cc1ccc2nc(-c3ccc(OCC(=O)N=Nc4c(O)[nH]c5ccc(Cl)cc45)cc3)[nH]c2c1 | 50 | 40 | 25 | 104 | 96 | 110 | 99 | 75
CCc1c(C)c2ccc(O)c(-c3cc(-c4ccc(N(C)C)cc4)n(-c4ccccc4)n3)c2oc1=O | 100 | 101 | 106 | 103 | 104 | 119 | 100 | 98
c1cc[n+](C2c3ccccc3C([n+]3ccccc3)c3ccccc32)cc1 (stereo not drawn) | 86 | 51 | 73 | 100 | 71 | -37* | 76 | 69
O=C(O)c1nn(-c2ccccc2)nc1N1CCOCC1 | 101 | . | 103 | . | 107 | 115 | 97 | 101
CN[C@@H](CC(C)C)C(=O)NCCc1c[nH]c2cc(Br)c(Br)cc12 | 58 | 48 | 82 | 62 | 26 | 33 | 61 | 80
CC(C)=NNc1ccc([N+](=O)[O-])cc1[N+](=O)[O-] | . | 91 | 60 | 91 | 82 | 96 | 65 | 94
CCCCOC(=O)CCC(C)=O | 102 | 97 | 112 | 125 | 123 | 115 | 109 | 92
O=S(OCCN1CCCC1)C(c1ccccc1)c1ccccc1 (stereo not drawn) | 78 | 78 | 105 | 106 | 110 | 116 | 103 | 99
CC(C)(C)OC(=O)NC(Cc1ccc(OCc2ccccc2)cc1)C(=O)ON1C(=O)CCC1=O (stereo not drawn) | 86 | 82 | 95 | 100 | 107 | 90 | 87 | 90
COc1ccc(C2=Cc3ccc(OC(C)=O)cc3OC2)cc1 | 44 | 64 | 72 | 98 | 52 | 67 | 87 | 101
COc1ccccc1C(=O)NC(=S)Nc1ccc(-c2nc3ccccc3o2)cc1 | 102 | 83 | 92 | 98 | 93 | 109 | 85 | 98
CCOC(=O)COc1ccc(/C=C2\CCC/C(=C\c3ccc(OCC(=O)OCC)c(OC)c3)C2=O)cc1OC | 84 | 12 | 77 | 94 | 118 | 93 | 96 | 73
OC(c1ccccc1)c1nn(CN2CCOCC2)c(=S)n1CCc1ccccc1 (stereo not drawn) | 94 | 86 | 91 | 110 | 92 | 145 | 96 | 104
CN1C(=O)C2CC(O)C(SC3CC4C(=O)N(C)C(=O)C4CC3O)CC2C1=O (stereo not drawn) | 97 | 100 | 94 | 99 | 113 | 105 | 111 | 105
N#Cc1sc2nc(-c3cnccn3)cc(-c3cccs3)c2c1N | 105 | 103 | 96 | 107 | 87 | 111 | 77 | 76
Oc1ccc(N=Nc2ccccc2)c(O)c1 | 94 | 96 | 86 | 105 | 106 | 102 | 91 | 122
CCOC(=O)/C(F)=C/C1CC1CCc1ccc(F)cc1 (stereo not drawn) | 102 | 109 | 102 | 138 | 102 | 102 | 100 | 95
CC(C)(O)c1cccc(F)c1 | 107 | 97 | 105 | 104 | 90 | 94 | 140 | 98
c1ccc(CCc2ccncc2)cc1 | 99 | . | 95 | 103 | 111 | 88 | 101 | 92
O=C1Nc2ccc(F)cc2/C1=C\c1c(-c2ccc(F)cc2)nc2ccccn12 | 72 | . | 62 | 82 | 100 | 81 | 75 | 94
CCOC(=O)c1cnc2ccc(C)cc2c1Nc1cccc(S(N)(=O)=O)c1 | 95 | 101 | 95 | 53 | 100 | 114 | 90 | 98
COc1ccc(/C=C2\CCCC3=C2NC(N)=NC3c2ccc(OC)cc2)cc1 (stereo not drawn) | 84 | 82 | 107 | 112 | 97 | -5.6* | 104 | 72
C#C[C@]1(O)CC[C@H]2[C@@H]3CC=C4c5sc(Nc6cccc(C(=O)O)c6)nc5CC[C@]4(C)[C@H]3CC[C@@]21C | 95 | 77 | 87 | 110 | 97 | 93 | 89 | 101
CCn1c(O)c(/C=N/c2ccccn2)sc1=S | 102 | 123 | 95 | 111 | 100 | 92 | 88 | 61
COc1cc(/C=C/c2nnc(-c3cc(-c4ccccc4)n[nH]3)o2)cc(OC)c1OC | 69 | 86 | 98 | 112 | 111 | 101 | 73 | 92
COc1cc(/C=C/C(=O)c2cnn(-c3cc(=O)[nH]c4ccccc34)c2C)cc(OC)c1OC | -13* | -3.3* | 3.2* | -4.2* | 5.8* | -35* | 11 | 11
CC1(C)N=C(N)N=C(N)N1c1cccc(/C=C/C=C/c2cccc([N+](=O)[O-])c2)c1 | 45 | 37 | 21 | 46 | 81 | 16 | 78 | 58
NC(=S)Nc1ccccc1O | 99&100 | 126&94 | 101&102 | 102&96 | 81&109 | 107&98 | 87&108 | 84&90
